Source: PubChem BioAssay
p97 ATPase inh: inhibitors of human p97 ATPase, primary screen, biochemical | Transitional endoplasmic reticulum ATPase (Homo sapiens), P55072 | recombinant p97 ATPase, Kinase-Glo ATP luminescence, 3 h | inhibition, % at 8 µM | 220,000 compounds, 0.42% hits; in the data active means inhibition above about 15%;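 further: 0% = DMSO vehicle and 100% = wells lacking enzyme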
NPY-Y1 PAM-ag: NPY-Y1 receptor potentiators or agonists, primary screen, cell-based. NPY-Y1 expressing cells, potentiator/agonist activation. activation, % at 3.6 µM. 220,000 compounds, 0.37% hits. AID 1304, 2008; in the data active means activation above about 33%, passing the limit was not always enough;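 further: cells stimulated with NPY at EC10 then isoproterenol at EC100; 0% = low agonist plus stimulus and 100% = saturating agonist plus stimulus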
NPY-Y1 antag: NPY-Y1 receptor antagonists, primary screen, cell-based. HEK293-CNG Y1 cells, membrane potential fluorescence; NPY at EC95, then isoproterenol. inhibition, % at 3.6 µM. AID 1040, 2008. Neuropeptide Y receptor type 1 (Homo sapiens), P25929. 200,000 compounds, 1% hits;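 active means inhibition above the campaign mean inhibition of all tested compounds plus 3 SD, cut at about 20% in these data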;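 further: 0% = DMSO wells given NPY plus isoproterenol and 100% = isoproterenol alone without NPY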
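Material: HEK293 Y1/CNG channel cell line; also added: NPY (25 nM), isoproterenol (1 µM), Ro 20-1724 (25 µM); doses: one concentration, 3.6 µM, in 0.4% DMSO; schedule: compound incubation 1 h at room temperature, readout 45 min post-stimulation; technique: membrane potential fluorescence; measure: fluorescence ratio normalized to % inhibition between controls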
S1P4 ag: S1P4 receptor agonists, primary screen, cell-based; Sphingosine 1-phosphate receptor 4 (Homo sapiens), O95977; S1P4-expressing cell line, agonist reporter assay; activation, % at 4.98 µM; 220,000 compounds, 0.35% hits; AID 1509, 2009; in the data active means activation above about 11%;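 further: 0% = DMSO vehicle and 100% = reference agonist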
EP2 mod: EP2 receptor modulators, cAMP readout, primary screen, cell-based, HTRF cAMP, PGE2 stimulation. EP2-expressing cells, cAMP HTRF FRET, PGE2 co-stimulation. induction, % at 25 µM. 260,000 compounds, 0.83% hits. AID 940, 2007;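 active means compounds whose cAMP rise, as percent of the full-agonist control response, exceeds 60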;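 further: rat C6 glioma line stably carrying human EP2 under a CMV promoter; the protocol text gives 20 µM as final concentration; 100% = response of wells given 1 µM PGE2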
Target sequence (P43116 whole entry, looked up): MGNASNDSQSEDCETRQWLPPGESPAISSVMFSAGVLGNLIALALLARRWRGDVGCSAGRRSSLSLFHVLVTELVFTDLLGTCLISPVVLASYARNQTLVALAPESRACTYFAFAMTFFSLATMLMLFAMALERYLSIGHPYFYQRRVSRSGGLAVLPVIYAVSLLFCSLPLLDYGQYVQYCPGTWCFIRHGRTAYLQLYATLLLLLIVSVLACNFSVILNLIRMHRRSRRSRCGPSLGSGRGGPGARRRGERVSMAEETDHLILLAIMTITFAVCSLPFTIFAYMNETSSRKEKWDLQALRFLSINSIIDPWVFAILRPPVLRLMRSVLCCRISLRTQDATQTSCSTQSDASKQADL
NPY-Y2 PAM-ag: NPY-Y2 potentiators or agonists, primary screen, cell-based | cells expressing NPY-Y2, potentiator/agonist read-out | activation, % at 3.6 µM | 220,000 compounds, 0.45% hits | AID 1359, 2008; in the data active means activation above about 27%;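 further: cells stimulated with NPY near EC25 plus isoproterenol at EC100; 0% = vehicle plus submaximal agonist and 100% = vehicle plus saturating agonist; some results beyond the cut were filed as inactive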
Target sequence (P49146 whole entry, looked up): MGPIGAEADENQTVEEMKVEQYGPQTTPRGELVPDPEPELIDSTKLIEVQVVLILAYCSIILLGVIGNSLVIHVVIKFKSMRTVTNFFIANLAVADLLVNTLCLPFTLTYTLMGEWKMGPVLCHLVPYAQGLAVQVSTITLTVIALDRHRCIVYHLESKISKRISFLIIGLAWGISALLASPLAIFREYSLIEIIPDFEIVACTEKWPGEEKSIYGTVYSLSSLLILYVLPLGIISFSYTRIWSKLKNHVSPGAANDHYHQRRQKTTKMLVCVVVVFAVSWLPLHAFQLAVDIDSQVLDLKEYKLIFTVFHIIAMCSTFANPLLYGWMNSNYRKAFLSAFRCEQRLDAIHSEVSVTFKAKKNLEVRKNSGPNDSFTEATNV
S1P4 antag: S1P4 receptor antagonists, primary screen, cell-based | inhibition, % at 4.98 µM | 220,000 compounds, 0.26% hits | Sphingosine 1-phosphate receptor 4 (Homo sapiens), O95977 | S1P4-expressing cells, antagonist mode, reporter read-out; in the data active means inhibition above about 29%;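 further: 0% = wells stimulated with agonist and 100% = vehicle wells without agonist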
eIF4E-4G inh: eIF4E–eIF4G protein interaction inhibitors, primary screen, biochemical, uHTS, TR-FRET, eIF4GI fragment; Eukaryotic translation initiation factor 4E (Mus musculus) + Eukaryotic translation …; TR-FRET eIF4E-eIF4GI(517-606) binding, 2 h; inhibition, % at 21.7 µM; 220,000 compounds, 0.37% hits;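 active means inhibition above about 30%, limit read from the data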;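 further: 0% = full FRET control wells and 100% = background wells lacking eIF4GI fragment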
PGE2 EP2 inh: human EP2 receptor antagonists, primary screen, TR-FRET cAMP, C6 glioma cells; Prostaglandin E2 receptor EP2 subtype (Homo sapiens), P43116; 260,000 compounds, 0.52% hits; inhibition, % at 25 µM; C6 glioma cells expressing human EP2; cells stimulated with saturating PGE2;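 active means percent inhibition above 40 after rounding to a whole number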;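 further: rat C6 glioma host cells with rolipram phosphodiesterase inhibitor present; the protocol text gives 20 µM as final concentration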
Numbers without * were called inactive; x = not tested or not shown; & = joins results of further samples; [ ] = remark or other dose. Not all compounds are listed. The share of hits here may be higher or lower than overall.

SMILES,p97 ATPase inh,NPY-Y1 PAM-ag,NPY-Y1 antag,S1P4 ag,EP2 mod,NPY-Y2 PAM-ag,S1P4 antag,eIF4E-4G inh,PGE2 EP2 inh
Cc1c(Cl)ccc(S(=O)(=O)N2CCN=C2c2ccccc2)c1Cl,3,9,-4,0.9,31,3,-10,17,6
COc1cccc(NC(=S)N2CCCC2)c1,7,19,1,-2.4,1,-9,-7,-3,8
COCc1nc2ccccc2n1CCOc1ccccc1OC,4,-6,3,2.7,17&6,6,-11,2,6&7
CCCCOC(=O)c1ccc(NC(=O)c2cnc3n(c2=O)CCS3)cc1,-3,4,-2,-5.0,5,9,-40,-3,12
CC(C)(C)C(=O)Nc1ccc(N=Nc2ccccc2)cc1,-1,18,-5,0.5,-90,-7,0,2,17
COc1ccc(-c2nc(SCc3ccccc3)n(C(=O)c3ccco3)n2)cc1,5,13,-1,1.0,-7,0,-9,-8,7
Cc1cc(C)nc(/N=C2\NC(=O)CC(C(=O)O)N2CCc2c[nH]c3ccccc23)n1 (stereo unspecified),4,17,-1,3.7,8,4,-23,-3,9
O=C(NCCCN1CCOCC1)c1c(O)c2ccccc2[nH]c1=O,5,-9,5,1.7,10&-53,-4,7,-4[fluorescence artefact?],0&12
O=C(CSc1nc(-c2ccc(F)cc2)cc(C(F)(F)F)n1)NCc1ccco1,-6,1,0,-2.1,-43,-14,-6,1,13
O=C(O)CCC(NC(=S)Nc1ccccc1)C(=O)O (stereo unspecified),-5,-21,x,-1.4,4,3,0,-3,6
Cc1cc(C)cc(OCc2nnc(SCC(=O)Nc3ccccc3)o2)c1,-4,-10,4,-0.8,4,-15,-3,1,8
O=C1CC(c2ccco2)CC(O)=C1C=NCCN1CCN(C(=S)Nc2ccccc2)CC1 (stereo unspecified),-3,-5,x,0.8,-4,10,-5,1,13
CN(C)S(=O)(=O)c1ccc(Cl)c(C(=O)OCC(=O)NC(=O)c2cccn2C)c1,4,17,-2,-1.0,-9,2,-5,21[fluorescence artefact?],4
CCCSc1nc(N2CCCC2)c2c(c1C#N)CC(C)(C)OC2,0,-8,5,2.3,66*,10,-12,9,11
CCOc1ccc2ccccc2c1CNc1nnnn1C,-3,0,-2,0.4,-2,-4,-2,0,8
CC(=O)C1=C(O)C(=O)N(Cc2ccco2)C1c1cccc(F)c1 (stereo unspecified),2,14,0,2.4,13,5,-21,1,11
CCN(CC)c1ccc(C(=O)N2CCN(Cc3ccccc3)CC2)cc1,-5,-14,12,-0.4,-44,-9,3,10,6
COc1ccc(OC)c(-c2csc(NC(=O)CSc3ccccc3)n2)c1,1,-38,10,-0.1,-17,-4,-2,16,2
Cc1ccc(C(=O)OCC(=O)NCc2ccco2)cc1,-3,-2,8,-1.6,-11,-8,-4,7,4
Cc1cccn2cc(CCNC(=O)c3ccco3)nc12,-2,-2,-1,2.7,8,-9,-10,-4[fluorescence artefact?],11

Entries of single compounds, quoted from the list. Screens in order: p97 ATPase inh	NPY-Y1 PAM-ag	NPY-Y1 antag	S1P4 ag	EP2 mod	NPY-Y2 PAM-ag	S1P4 antag	eIF4E-4G inh	PGE2 EP2 inh
Results for COCc1nc2ccccc2n1CCOc1ccccc1OC → 4	-6	3	2.7	17&6	6	-11	2	6&7
Results for O=C(NCCCN1CCOCC1)c1c(O)c2ccccc2[nH]c1=O → 5	-9	5	1.7	10&-53	-4	7	-4[fluorescence artefact?]	0&12
Results for COc1ccc(-c2nc(SCc3ccccc3)n(C(=O)c3ccco3)n2)cc1 → 5	13	-1	1.0	-7	0	-9	-8	7
Results for CCN(CC)c1ccc(C(=O)N2CCN(Cc3ccccc3)CC2)cc1 → -5	-14	12	-0.4	-44	-9	3	10	6
Results for COc1cccc(NC(=S)N2CCCC2)c1 → 7	19	1	-2.4	1	-9	-7	-3	8

The listing picks up; the 4 compounds before the break are reprinted first.
SMILES,p97 ATPase inh,NPY-Y1 PAM-ag,NPY-Y1 antag,S1P4 ag,EP2 mod,NPY-Y2 PAM-ag,S1P4 antag,eIF4E-4G inh,PGE2 EP2 inh
CCN(CC)c1ccc(C(=O)N2CCN(Cc3ccccc3)CC2)cc1,-5,-14,12,-0.4,-44,-9,3,10,6
COc1ccc(OC)c(-c2csc(NC(=O)CSc3ccccc3)n2)c1,1,-38,10,-0.1,-17,-4,-2,16,2
Cc1ccc(C(=O)OCC(=O)NCc2ccco2)cc1,-3,-2,8,-1.6,-11,-8,-4,7,4
Cc1cccn2cc(CCNC(=O)c3ccco3)nc12,-2,-2,-1,2.7,8,-9,-10,-4[fluorescence artefact?],11
CCc1cc2c(=O)c(-c3ccc(F)cc3)c(C)oc2cc1OCC(=O)O,0,3,-1,0.6,8,3,-26,0,8
O=C(Nc1cccnc1N1CCOCC1)c1cccs1,-10,-7,x,-2.1,-5,-17,10,7,15
Cc1ccccc1C(=O)N1CCN(c2ccc(NC(=O)c3ccccc3[N+](=O)[O-])cc2)CC1,-10,2,-2,0.0,-29,4,-3,0,1
Cc1ccc(NC(=O)Nc2ccc3c(c2)C(=O)OC3)cc1Cl,-2,10,x,1.2,-5,4,3,6,5
O=[N+]([O-])c1ccc2[nH]c(O)c(N=NC3CS(=O)(=O)CC3O)c2c1 (stereo unspecified),0,4,x,2.0,-19,10,4,1,12
CC(C)CCNCC1OCc2ccccc2CO1,-3,-32,0,2.5,7,2,-14,6[fluorescence artefact?],4
O=C(O)CSC1CC(=O)N(c2cccc(Cl)c2)C1=O (stereo unspecified),4,8,-4,-1.9,-3,7,-4,-1,5
C=CCNC(=O)COC(=O)CNC(=O)c1cc(Cl)cc([N+](=O)[O-])c1,7,-7,-3,-0.4,6,7,0,1,5
Cc1cc(C)nc(NC(=O)NS(=O)(=O)N2CCCCCC2)n1,5,-4,4,-1.4,17,7,-4,1[fluorescence artefact?],12
CC1=NN(C(C#N)c2ccccc2C)C(C)(C)C1 (stereo unspecified),1,8,-1,0.2,24,3,-2,0,8
CCOc1c2ccc(C(=O)NCc3ccc4c(c3)OCO4)cc2nn1CCOC,3,7,6,0.4,-11,3,4,0,6
CCOC(=O)N1CCN(C(=O)CCCCn2c(=S)[nH]c3ccsc3c2=O)CC1,-1,-9,-2,-0.1,17,-8,-4,1,7
COCCNC(=O)CN(Cc1ccc(Cl)cc1)S(C)(=O)=O,0,1,-1,0.7,24,2,2,-3,4
O=C(CS(=O)(=O)Cc1ccccc1)Nc1ccc(Cl)cn1,0,-3,7,0.2,1,5,-8,2,5
CSc1ncc(Cl)c(C(=O)Nc2nnc(SC)s2)n1,0,6,1,-3.1,14,-11,3,-13,10
COC(=O)[C@@H](NC(=O)N1CCN(c2cccc(C(F)(F)F)c2)CC1)C(C)C,-6,0,-4,0.6,4,-2,2,-16,8
CC(C)CCN1C(=O)c2ccc(C(=O)NCc3ccco3)cc2C1=O,2,-26,0,-2.3,-7,-15,-3,-1,9
CN1CCN(CC(=O)Nc2ccc([N+](=O)[O-])cc2Br)CC1,1,10,7,-1.8,-9,-2,1,3,9
CC1=NN(c2ccc(Br)cc2)C(=O)/C1=C/c1cccs1,2,-9,3,0.1,x,-3,8,x,1
COCC(=O)Nc1nc2n(n1)C(c1ccc(OC)cc1)CC(c1ccc(OC)cc1)N2 (stereo unspecified),0,-16,-2,0.0,8,4,3,-6[fluorescence artefact?],9

SMILES,p97 ATPase inh,NPY-Y1 PAM-ag,NPY-Y1 antag,S1P4 ag,EP2 mod,NPY-Y2 PAM-ag,S1P4 antag,eIF4E-4G inh,PGE2 EP2 inh
COc1cccc(CNC(=S)NC2CCCC2)c1,-4,-9,1,1.5,0,7,0,4,3
CCCCn1nc(C(=O)NC2=NCCS2)c2ccccc2c1=O,-5,-9,7,-0.6,-8,-12,9,-5,16
O=C1CC(c2ccc(Cl)cc2)CC(O)=C1C=NCCN1CCNCC1 (stereo unspecified),-2,-16,0,-0.7,-1,-5,-5,-4,23
Cc1ccc(C(=O)Oc2ccc(N3C(=O)CCC3=O)c(C)c2)cc1,2,-1,-1,0.9,5,4,-9,-3,12
Cc1ccc(OC(C)C(=O)Nc2ccc(S(=O)(=O)Nc3cc(C)on3)cc2)cc1 (stereo unspecified),-3,17,4,0.5,-6,4,-10,1[fluorescence artefact?],4
N#CCCCn1c(O)c(N=NC(=O)C(O)c2ccccc2)c2ccccc21 (stereo unspecified),3,14,x,1.4,-11,4,-4,2,9
COC1(OC)N=C(N)C2(C#N)C(c3cccc(Oc4ccccc4)c3)C12C#N (stereo unspecified),0,18,0,-0.2,-27,3,-10,2,22
Cc1cc(C)nc(N2CCN(CC(=O)NCc3ccccc3)CC2)n1,3,29,4,3.6,-5,-8,1,3[fluorescence artefact?],1
O=C(NCC1CCCO1)C(c1ccc(F)cc1)N(C(=O)Cn1nnc(-c2ccc(F)cc2)n1)c1cccc(O)c1 (stereo unspecified),7,0,-1,3.0,-6,-7,5,6,6
O=C(CSc1ncnc2c1oc1ccccc12)Nc1ccccc1C(F)(F)F,1,-17,2,0.6,79*,3,-4,-6[fluorescence artefact?],11
O=C(OCC(=O)c1c[nH]c2ccccc12)c1cccc(O)c1,6,-4,-6,1.2,-22,-10,-26,49*,15
CC(C)Sc1nnc([C@H](Cc2c[nH]c3ccccc23)NC(=O)OC(C)(C)C)o1,-1,-8,-1,-0.2,10,7,13,x,9
Cc1ccccc1CSc1nc2ccccc2c(=O)[nH]1,4,-8,8,-0.9,-2,10,-11,-2,2
COCCn1c(N)c(C#N)c2nc3ccccc3nc21,-6,17,3,5.3,-8,-18,1,4,4
CCCc1cc(=O)[nH]c(SCC)n1,1,3,-4,1.3,4,10,5,3,8
CN(C)S(=O)(=O)c1ccc(C(=O)Nc2ccc(OCC(=O)N3CCOCC3)cc2)cc1,0,-10,11,1.2,4,14,-12,1,18
